# Source: PubChem BioAssay (several laboratories)
# TRPC4 agonist: TRPC4 (mouse) channel activation. Q9QUQ5. HEK293 TRPC4beta/mu-opioid, Fluo4 calcium fluorescence; active compounds read high. 0.49% of 310,000 active. AID 2237. B-score at 10 µM;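 active = B-score above 5 SD of library B-scores, and initial fluorescence ratio not above library mean plus 5 SD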;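 note: positive B-score marks a calcium rise read as TRPC4 activation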
#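 Assay system: HEK293 cells stably co-expressing mouse TRPC4beta and mu-opioid receptor / Timing: Fluo4 dye loading 45 min at room temperature, 110 s recording / Signal: Fluo4 calcium-sensitive dye fluorescence, kinetic, 1 Hz baseline / Read-out: integrated baseline-normalised fluorescence ratio, converted to per-well B score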
# MrgX1 antag: antagonists of human MrgX1 receptor. Q96LB2. MRGX1-HEK293 calcium flux, Fluo-4, BAM8-22 antagonism; active compounds read low. B-score at 10 µM. 1.3% of 310,000 active. AID 588676;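 active = calcium-response B-score plate-corrected more than 3 library SD below zero, starting fluorescence within 5 deviations, no agonist response on first addition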;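 note: peak minus trough fluorescence over baseline after final BAM8-22 challenge near maximal dose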
# Target sequence (Q96LB2 whole entry, looked up): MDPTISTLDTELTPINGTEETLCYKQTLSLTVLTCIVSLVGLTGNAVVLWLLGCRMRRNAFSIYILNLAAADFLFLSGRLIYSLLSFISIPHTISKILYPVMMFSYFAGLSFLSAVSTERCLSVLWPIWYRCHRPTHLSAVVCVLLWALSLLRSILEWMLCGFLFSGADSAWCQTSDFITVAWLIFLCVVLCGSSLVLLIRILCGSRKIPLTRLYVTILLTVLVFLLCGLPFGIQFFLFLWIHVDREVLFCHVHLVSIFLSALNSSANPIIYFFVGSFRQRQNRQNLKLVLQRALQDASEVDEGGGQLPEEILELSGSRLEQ
# TRPC4 potent: allosterically enhances the mouse TRPC4 cation channel. Q9QUQ5. HEK293 TRPC4beta/mu-opioid, DAMGO EC20, Fluo-4 Ca2+ flux; active compounds read high. 0.42% of 310,000 active. B-score at 10 µM;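 active = B-score of calcium response area above 5 SD of library B-scores, with initial fluorescence ratio within 5 SD of library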;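 note: B-score of integrated fluorescence ratio over time as area under calcium response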
# MrgX1 PAM: allosterically activates human MrgX1 receptor signaling | MrgX1-HEK293, Fluo-4 calcium flux, FDSS; active compounds read high | B-score at 10 µM | 0.63% of 310,000 active | Q96LB2;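 active = plate-corrected calcium response at least 3 library SD above typical, normal starting fluorescence, not activating the receptor alone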;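 note: compound read alongside a low EC10 to EC30 dose of BAM8-22 agonist; peak minus trough fluorescence over baseline measured at the second addition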
# TMEM16A inh: inhibitors of mouse TMEM16A calcium-activated chloride channel; AID 588511; HEK293 TMEM16A/YFP iodide influx fluorescence, ionomycin; normalized B-score (activity score, 25-100; higher = stronger inhibition) at 10 µM; 1.2% of 310,000 active;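 active = ratio plate-corrected score three or more library SD toward inhibition, starting fluorescence score within five deviations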;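 note: score derived from kinetic fluorescence span divided by baseline fluorescence per well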
# TRPC4 block: TRPC4 (mouse) channel inhibition; HEK293 TRPC4beta/mu-opioid, DAMGO-evoked Fluo4 calcium flux; active compounds read low; B-score at 10 µM; 0.39% of 300,000 active; AID 2247;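 active = B-score over 3 SD under the library average, no early fluorescence shift, positive overall ratio signal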
#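 Material: HEK293 cells with stable TRPC4beta plus mu-opioid receptor expression; probe or stimulus: DAMGO in two steps, submaximal then maximal; technique: Fluo4 calcium fluorescence by kinetic imaging, 5 s 1 Hz baseline; measure: integrated fluorescence ratio relative to baseline, converted to per-well B score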
# ANO1 activ: activators or potentiators of mouse TMEM16A chloride channel | 0.3% of 340,000 active | AID 623877 | Q8BHY3 | B-score at 10 µM | HEK293 TMEM16A/YFP-H148Q/I152L, iodide quench fluorescence; active compounds read low;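 active = fluorescence-ratio B-score plate-corrected deviation score at least 3 library SD below zero, with starting fluorescence score within 5 deviations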;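 note: channel opened by trigger with iodide after compound preincubation; score built on the fluorescence ratio of max minus min over baseline; more negative score means more quench and so TMEM16A activation or potentiation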
# SKKanGAS inh: blocks kanamycin growth of S. pyogenes SKKanGAS strain; AID 1662; 1.3% of 300,000 active; inhibition, % at 7.5 µM; BacTiter-Glo, 6 h;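 active = mean replicate score, as percent of positive control median, at least 50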;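 note: strain carries kanamycin resistance gene driven by streptokinase promoter and grows in 40 µg/ml kanamycin; loss of luminescence reflects streptokinase promoter inhibition or plain growth inhibition; 0% = median of DMSO wells and 100% = positive control at its reference dose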
# TRPC6 activator: mouse TRPC6 channel activation; AID 2550; Q61143; 0.13% of 310,000 active; B-score at 10 µM; HEK293-TRPC6 membrane potential dye fluorescence; active compounds read high;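 active = B-score of the integrated fluorescence ratio above library mean plus 3 SD, and starting fluorescence ratio within library mean plus 5 SD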;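 note: higher score means more depolarization so channel activation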
# MrgX1 ag: activates human MrgX1 receptor signaling. MrgX1-HEK293 cells, Fluo-4 calcium fluorescence, agonist mode; active compounds read high. Q96LB2. B-score at 10 µM. 0.44% of 310,000 active;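 active = calcium response B-score plate-corrected fluorescence ratio at least 3 library SD, with starting fluorescence B-score inside 5 SD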
#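 Assay system: stable human MrgX1 HEK293 cell line. Quantity: 15,000 cells per well. Schedule: cells plated overnight, dye loaded 0.5 h 37 °C, 0.5 h room temperature. Detection: Fluo-4 NW calcium-flux fluorescence, kinetic read. Read-out basis: peak-minus-minimum fluorescence over baseline, converted to B scores. Control set: positive and negative control wells on each plate.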
# TRPC6 inh: mouse TRPC6 channel inhibition. Q61143. HEK293-TRPC6, membrane potential dye, ACh-evoked depolarization; active compounds read low. B-score at 10 µM. 1.1% of 310,000 active;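 active = B-score under library mean minus 3 SD, initial fluorescence not abnormally high, positive integrated signal ratio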;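 note: B-score derived from integrated fluorescence ratio over the kinetic read; more negative B-score means stronger inhibition of depolarization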
# The depositor's hits bear a star; i = inactive; . = no result given.
# Each structure is followed by: TRPC4 agonist	MrgX1 antag	TRPC4 potent	MrgX1 PAM	TMEM16A inh	TRPC4 block	ANO1 activ	SKKanGAS inh	TRPC6 activator	MrgX1 ag	TRPC6 inh
COc1ccc(C2CC(Cn3cc(C#N)c(=O)n(C)c3=O)ON2C)cc1 (stereo unspecified)
  i	i	i	i	i	i	i	13	i	i	i
O=C(O)CNC(=O)CC1S/C(=N/N=C2/NC(=O)CS2)NC1=O (stereo unspecified)
  i	i	i	i	i	i	i	3	i	i	i
CCn1c(SCC#N)nc2cc(S(=O)(=O)N3CCOCC3)ccc21
  i	i	i	i	i	i	i	-6	i	i	i
Cc1ccc(C(=O)NC(=S)NCc2cccnc2)cc1
  i	i	i	i	i	i	i	-11	i	i	i
C=Cn1cc[n+](CC(=O)c2cccs2)c1
  i	i	i	i	i	i	i	-8	i	i	i
N/C(=N\OC(=O)CCCOc1ccccc1)c1ccccc1
  i	i	i	i	i	i	i	-1	i	i	i
COc1ccccc1NC1=Nc2cccc3cccc1c23
  i	i	i	i	i	i	i	3	i	i	i
O=C(CCSc1ccc(Cl)cc1)N1CCN(c2ncccn2)CC1
  i	i	i	i	i	i	i	-6	i	i	i
CC(C)CN(CCC(=O)O)CC(C)C
  i	i	i	i	i	i	i	11	i	i	i
CCOC(=O)c1ccc(NC2c3ncccc3C(=O)N2Cc2ccc(F)cc2)cc1 (stereo unspecified)
  i	i	i	i	i	i	i	.	i	i	i
CCC(=O)N1C(=O)C2(Nc3ccccc3N2)c2ccccc21
  i	i	i	i	i	i	.	5	i	i	i
CN(C(=O)COC(=O)CSc1ccc(C(N)=O)cc1[N+](=O)[O-])C1CCCCC1
  i	i	i	i	i	i	i	18	i	i	i
CC(=C1C(=O)c2ccccc2C1=O)N1CCN(Cc2ccccc2)CC1
  i	i	i	i	i	i	i	1	i	i	i
CC(=O)c1oc2ccccc2c1NC(=O)CN1CCCCC1
  i	i	i	i	i	i	i	-3	i	i	i
COc1ccc(-n2nnnc2SCC(=O)NCc2cccs2)cc1
  i	i	i	i	i	i	i	-2	i	i	i
CCNC(=O)c1ccccc1SCC(=O)Nc1ccc(F)cc1
  i	i	i	i	i	i	i	-3	i	i	i
O=C(CCNS(=O)(=O)c1ccccc1)N1CCC(Cc2ccccc2)CC1
  i	i	i	i	i	i	i	-9	i	i	i
CCCCN(CC)CCCNC(=O)c1cn(C)c2ccc(S(=O)(=O)N(C)C3CCCCC3)cc2c1=O
  i	i	12*	i	i	i	i	-5	i	i	i
CSCCC(NC(=O)c1cccc([N+](=O)[O-])c1)c1nc2ccccc2[nH]1 (stereo unspecified)
  i	i	i	i	i	i	i	3	i	i	i
CCc1nc(SCC(=O)NC2CC2)c2c(C)c(C)sc2n1
  i	i	i	i	i	i	i	1	i	i	i
CC(C)Cc1cc(C(=O)Nc2ccccc2)c2ccccc2n1
  i	i	i	i	i	i	i	0	i	i	i
O=S(=O)(Cc1ccccc1)Nc1cccc(Br)c1
  i	i	i	i	i	i	i	3	i	i	i
CC12CCC(C(=O)N/N=C/c3ccc(O)cc3)(OC1=O)C2(C)C (stereo unspecified)
  i	i	i	i	i	i	i	-13	i	i	i
CCCc1noc2c1/C(=N\O)CC(c1ccccc1)C2 (stereo unspecified)
  i	i	i	i	i	i	i	3	i	i	i
CCOc1cc(C(=S)N2CCCC2)ccc1OCc1ccccc1
  i	i	i	i	i	i	i	-3	i	i	i
O=C(c1ccccc1)N1CCCc2ccccc21
  i	i	i	i	i	i	i	5	i	i	i
CN(CC(=O)Nc1ccc2c(c1)OCO2)S(=O)(=O)c1cccs1
  i	i	i	i	i	i	i	-7	i	i	i
CC(=O)c1ccc(NS(=O)(=O)c2ccc3c(c2)N(C(C)=O)CCO3)cc1
  i	i	i	i	i	i	i	-1	i	i	i
Nc1ncnc2nc(SCc3ccccc3)[nH]c12
  i	i	i	i	i	i	i	-1	i	i	i
CCOc1ccc(NC(=O)CN2C(=O)CSC(C)C2=O)cc1 (stereo unspecified)
  i	i	i	i	i	i	i	-1	i	i	i
COc1ccccc1OCCNC(=O)Cc1ccc(Cl)c(Cl)c1
  i	i	i	i	i	i	i	-2	i	i	i
OC(CCc1ccncc1)COc1ccccc1 (stereo unspecified)
  i	i	i	i	i	i	i	3	i	i	i
COc1cc(C(C)=O)ccc1OCC(O)CN1CCN(c2ccccn2)CC1 (stereo unspecified)
  i	i	i	i	i	i	i	-1	i	i	i
COc1cc(C(=O)N/N=C/c2ccccn2)cc(OC)c1OC
  i	i	i	i	i	i	i	-4	i	i	i
O=c1oc2ccccc2c(N2CCCCC2)c1CN1CCCCC1
  i	i	i	i	i	i	i	21	i	i	-5.1*
O=C(Nc1ccc(F)cc1F)c1ccc(-n2cccn2)nc1
  i	i	i	i	i	i	i	1	i	i	i
CC(C)CN(C(=O)COC(=O)Cc1cccc2ccccc12)c1c(N)n(Cc2ccccc2)c(=O)[nH]c1=O
  i	i	i	i	i	i	i	-6	i	i	i
Cc1ccc(S(=O)(=O)N2CCOCC2)cc1NC(=O)c1cccc(S(=O)(=O)N2CCCC2)c1
  i	i	i	i	i	i	i	-7	i	i	i
COc1ccc(OC)c(Nc2nc(N)nc(CSc3nnc(N)s3)n2)c1
  i	i	i	i	i	i	i	-8	i	i	i
COc1ccc(C(=O)N/C(=C\c2cn(C)c3ccccc23)C(=O)N2CCN(C)CC2)cc1
  i	i	i	i	i	i	i	-11	i	i	i
CC(=O)Oc1c(S(=O)(=O)c2ccc(C)cc2)c(C)nn1-c1ccccc1
  i	i	i	i	i	i	i	2	i	i	i
O=C1c2ccccc2C(=O)N1OCc1ccccc1
  i	i	i	i	i	i	i	-1	i	i	i
CCC(C)C(NC(N)=O)C(=O)Nc1ccc(C)c(Cl)c1 (stereo unspecified)
  i	i	i	i	i	i	i	7	i	i	i
CON/C=C(\C=Nc1ccc(F)cc1)c1ncc(C(F)(F)F)cc1Cl
  i	i	i	i	i	i	i	3	i	i	i
CCOc1cccc(C(=O)Nc2nnc(-c3cccs3)s2)c1
  i	i	i	i	i	i	i	-4	i	i	i
CC1=NOC(=O)/C1=C/c1ccc(O)cc1
  i	i	i	i	i	i	i	-2	i	i	i
CNC1=CC(=O)CC(c2ccccc2)C1 (stereo unspecified)
  i	i	i	i	i	i	i	37	i	i	i
COc1ccc(OC)c(NC(=O)[C@@H]2CCCN2C(=O)c2cccs2)c1
  i	i	i	i	i	i	i	-3	i	i	i
Cc1ccc(/C=C(\C#N)C(=O)NC(C)c2ccccc2)o1 (stereo unspecified)
  i	i	i	i	i	i	i	-6	i	i	i
O=C(Nc1ccccc1C(F)(F)F)c1ccccn1
  i	i	i	i	i	i	i	-2	i	i	i
CN(CC(=O)N1CCN(c2ccccc2)CC1)S(=O)(=O)c1cccs1
  i	i	i	i	i	i	i	-18	i	i	i
COc1ccc(-n2c(Cc3cccn3C)nnc2SCC(=O)NCc2ccco2)cc1
  i	i	i	i	i	i	i	-3	i	i	i
Cc1ccccc1C(=O)OCc1cnc(Cl)s1
  i	i	i	i	i	i	i	10	i	i	i
CCOC(=O)C(C)NC(=O)CCc1nnc2ccc(N3CCC(C)CC3)nn12 (stereo unspecified)
  i	i	i	i	i	i	i	3	i	i	i
CCOC(=O)C1NN=C(C(=O)c2ccccc2)C1c1ccc(OC)cc1 (stereo unspecified)
  i	i	i	i	i	i	i	8	i	i	i
O=C(NCc1ccc(F)cc1)C(=O)Nc1nc(C23CC4CC(CC(C4)C2)C3)cs1
  i	i	i	i	i	i	i	109*	i	i	i
O=C(Cc1ccccc1F)NCC1(N2CCOCC2)CCCCC1
  i	i	i	i	i	i	i	0	i	i	i
CCn1cc(CN2CCc3c([nH]c4ccccc34)C2c2cccc(O)c2)c(C)n1 (stereo unspecified)
  i	i	i	i	i	i	i	4	i	i	i
COC(=O)/C(C#N)=C/c1ccc(OC(=O)c2ccccn2)cc1
  i	i	i	i	i	i	i	2	i	i	i
COc1ccc(C2=NOC(Cn3nc(C(=O)O)cc3-c3ccccc3)C2)cc1 (stereo unspecified)
  i	i	i	i	i	i	i	-3	i	i	i

# Structures above that bear a hit mark in TRPC4 potent.
compound	MrgX1 antag	TRPC4 potent	TRPC4 block	ANO1 activ	TRPC6 activator	MrgX1 ag
CCCCN(CC)CCCNC(=O)c1cn(C)c2ccc(S(=O)(=O)N(C)C3CCCCC3)cc2c1=O	i	12*	i	i	i	i

# Continuation.
# Each structure is followed by: TRPC4 agonist	MrgX1 antag	TRPC4 potent	MrgX1 PAM	TMEM16A inh	TRPC4 block	ANO1 activ	SKKanGAS inh	TRPC6 activator	MrgX1 ag	TRPC6 inh
CC(C)c1cccc(C(C)C)c1NC(=O)COC(=O)C1CCC1
  i	i	i	i	i	i	i	-9	i	i	i
Cc1occc1C(=O)Nc1ccc2ccccc2c1
  i	i	i	i	i	i	i	0	i	i	i
C=CCc1c(C)[nH]c(=S)c(C#N)c1C
  i	i	i	i	i	i	i	3	i	i	i
NC(=O)CSc1cn(Cc2ccccc2)c2ccccc12
  i	i	i	i	i	i	i	-9	i	i	i
OCC1(Cc2ccccc2)CCN(Cc2ccc(-c3ccco3)cc2)CC1
  i	i	i	i	i	i	i	12	i	i	i
O=C(CCNS(=O)(=O)c1cccc2nsnc12)NC1CCCc2ccccc21 (stereo unspecified)
  i	i	i	i	i	i	i	3	i	i	i
COc1cccc(Nc2nc(-c3ccccc3O)nc3ccccc23)c1
  i	i	i	i	i	i	i	-1	i	i	i
CCn1c(SCc2nc3scc(-c4ccccc4)c3c(=O)[nH]2)nnc1-c1cccs1
  i	i	i	i	100*	i	i	14	i	i	i

# Random draw from the library; overall some 6.7% were active at least once.
